Assay outcomes as filed in PubChem BioAssay.
MEX-5 binding: C. elegans MEX-5 TCR-2 RNA binding activity; MEX-5/FITC-TCR2 RNA binding, fluorescence polarization; stronger effect = lower value; activity score (negative = inhibition of binding), % at 10 µM; 300,000 compounds, 0.38% hits; AID 1832;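 active = inhibition past about -25% in most replicates, and total fluorescence under double the plate's negative control median, limit read from the data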;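 note: 0% = DMSO and -100% = 5 µM competing unlabeled TCR2 RNA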
PAFAH1B2 FP inh: blocks human PAF acetylhydrolase 1b catalytic subunit 2 | P68402 | recombinant PAFAH1B2, FP-rhodamine activity probe, fluorescence polarization | inhibition, % at 3.39 µM | 340,000 compounds, 1.2% hits | AID 492953;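 active = inhibition above the mean of all tested compounds plus 3 SD, cut at about 24% in these data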;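 note: 0% = enzyme with DMSO and 100% = wells lacking PAFAH1B2; many of its hits are not listed in these tables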
Target sequence (P68402 whole entry, looked up): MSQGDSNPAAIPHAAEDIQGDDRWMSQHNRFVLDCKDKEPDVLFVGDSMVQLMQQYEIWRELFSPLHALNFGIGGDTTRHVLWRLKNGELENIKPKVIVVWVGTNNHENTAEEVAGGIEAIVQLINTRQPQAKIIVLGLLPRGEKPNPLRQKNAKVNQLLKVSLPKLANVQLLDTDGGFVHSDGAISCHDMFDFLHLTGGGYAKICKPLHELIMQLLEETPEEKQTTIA
PME-1 inh: blocks human protein phosphatase methylesterase 1; Q9Y570; recombinant PME-1, FP-Rh probe fluorescence polarization; inhibition, % at 5.9 µM; 320,000 compounds, 0.53% hits;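 active = inhibition above the campaign mean of all compounds plus 3 SD, cut at about 26% in these data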;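 note: competitive labeling of PME-1 active site by serine hydrolase directed probe; 0% = PME-1 with DMSO and 100% = wells lacking PME-1 enzyme; inhibitors block probe labeling so polarization falls and inhibition rises; many of its hits are not listed in these tables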
MCL1 BIM primary: disrupts human MCL1 binding to BIM-BH3 peptide; inhibition, % at 10.9 µM; GST-MCL1 / FITC-Bim-BH3 fluorescence polarization; AID 2057; 320,000 compounds, 0.68% hits;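 active = inhibition above the mean inhibition of all tested compounds plus 3 SD, set per campaign, cut at about 40% in these data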;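 note: 0% = DMSO wells and 100% = unlabeled Bim-BH3 peptide control; higher means more loss of mP so more displacement of Bim peptide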
Fam108B counter: Fam108B inhibition, counter-screen for RBBP9 inhibitors | recombinant Fam108B, FP-Rh probe fluorescence polarization | inhibition, % at 9.51 µM | 300,000 compounds, 0.33% hits | AID 1947;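 active = inhibition above the screen mean inhibition plus 3 SD, computed separately per campaign, cut at about 18% in these data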;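 note: inhibitors lower polarization as less probe binds the enzyme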
pPAFAH inh: inhibitors of human plasma PAF acetylhydrolase (pPAFAH); Q13093; recombinant pPAFAH, FP-rhodamine probe fluorescence polarization; inhibition, % at 3.39 µM; 330,000 compounds, 1.5% hits; AID 463082;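 active = inhibition above the mean inhibition across the screen plus 3 SD, cut at about 25% in these data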;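 note: inhibitors block binding of the rhodamine activity-based probe so polarization drops; 0% = enzyme with DMSO and 100% = wells lacking pPAFAH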
AHR activator: human AHR activation; P35869; AHR-responsive luciferase reporter cells, luminescence; activation, % at 5 µM; 320,000 compounds, 2.5% hits; AID 2796; in the data active = activation above about 47%;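 note: 0% = vehicle wells and 100% = reference agonist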
Target sequence (P35869 whole entry, looked up): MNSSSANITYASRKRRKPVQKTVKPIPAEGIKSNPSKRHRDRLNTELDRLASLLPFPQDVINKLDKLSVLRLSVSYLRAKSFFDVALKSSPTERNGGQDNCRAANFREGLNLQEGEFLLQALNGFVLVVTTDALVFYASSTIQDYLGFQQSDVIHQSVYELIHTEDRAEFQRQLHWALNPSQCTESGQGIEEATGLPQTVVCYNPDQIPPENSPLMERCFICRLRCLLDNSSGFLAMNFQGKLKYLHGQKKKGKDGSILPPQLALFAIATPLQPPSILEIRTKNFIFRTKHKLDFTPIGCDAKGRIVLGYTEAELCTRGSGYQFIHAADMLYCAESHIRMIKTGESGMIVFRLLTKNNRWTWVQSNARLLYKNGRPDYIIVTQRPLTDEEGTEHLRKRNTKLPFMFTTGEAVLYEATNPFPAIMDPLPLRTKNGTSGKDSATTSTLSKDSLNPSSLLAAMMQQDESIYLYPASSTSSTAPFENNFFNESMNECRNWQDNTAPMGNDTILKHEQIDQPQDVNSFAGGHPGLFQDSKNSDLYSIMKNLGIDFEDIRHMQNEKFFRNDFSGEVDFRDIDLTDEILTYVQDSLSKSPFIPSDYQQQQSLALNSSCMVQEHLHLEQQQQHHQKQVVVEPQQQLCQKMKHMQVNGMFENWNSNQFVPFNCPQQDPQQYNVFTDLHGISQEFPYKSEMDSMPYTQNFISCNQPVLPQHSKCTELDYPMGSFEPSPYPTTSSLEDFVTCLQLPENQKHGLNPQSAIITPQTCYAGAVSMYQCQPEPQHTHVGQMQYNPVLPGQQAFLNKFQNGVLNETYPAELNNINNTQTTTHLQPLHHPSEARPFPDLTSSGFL
Bcl-xL primary: inhibitors of human Bcl-xL; GST-Bcl-xL / FITC-Bim BH3 peptide fluorescence polarization; inhibition, % at 10.9 µM; 320,000 compounds, 0.7% hits;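 active = inhibition above the mean of all tested compounds plus 3 SD, cutoff set per campaign, cut at about 30% in these data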;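 note: 0% = DMSO wells and 100% = unlabeled Bim-BH3 peptide competitor; inhibitors lower millipolarization by displacing the labeled peptide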
GLD-1 RNA inh: GLD-1-TGE RNA interaction inhibition (C. elegans); inhibition, % at 5.96 µM; 320,000 compounds, 0.44% hits; purified GLD-1 + fluorescein TGE RNA, fluorescence polarization; AID 2280; Q17339;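 active = percent inhibition above a per-plate cutoff, the plate mean of test compounds plus 3 SD, cut at about 30% in these data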;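 note: 0% = DMSO wells with GLD-1 and probe and 100% = wells lacking GLD-1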
* marks the source's active call; other numbers are inactive results; x = not tested or not shown.

SMILES	MEX-5 binding	PAFAH1B2 FP inh	PME-1 inh	MCL1 BIM primary	Fam108B counter	pPAFAH inh	AHR activator	Bcl-xL primary	GLD-1 RNA inh
CCOc1ccc(N2C(=O)CC(N(C)Cc3ccccc3)C2=O)cc1 (stereo not given)	1.3	3	-1	11	-2	-5	-1	1	3
Cc1ccccc1N1CC(C(=O)Nc2nnc(SCCN3CCOCC3)s2)CC1=O (stereo not given)	-0.7	-3	-1	11	-2	5	-1	7	-10
CCOc1ccc(CNC(=O)C2CCN(c3nnc(C)c4c(C)n(-c5ccc(C)cc5)nc34)CC2)cc1	0.3	2	-3	-53	-2	5	5	-41	-14
Clc1ccc(OCCSc2ncccn2)cc1	3.0	15	-11	-5	-6	1	-3	-3	3
CN(CC(=O)NCc1ccncc1)S(=O)(=O)c1ccc(Cl)cc1	0.8	11	-2	0	4	-4	-1	-2	0
CC(C(=O)OCC(=O)Nc1cccc(S(=O)(=O)N(C)C)c1)N1C(=O)c2ccccc2C1=O (stereo not given)	-1.9	1	-1	-3	-2	2	0	-1	-3
COC(=O)c1c(NC(=O)CN2CCC(C(N)=O)CC2)c2c(C)cccc2n1C	0.2	-5	-2	-25	-2	-3	2	-8	-3
Cc1ccc(S(=O)(=O)NNC(=S)Nc2cccc(F)c2)cc1	-9.9	21	1	9	3	6	2	10	2
COc1ccc(NC(=O)OCCN2CCN(Cc3ccccc3)CCC2=O)cc1	-0.2	2	1	-1	1	1	10	1	5
O=C(CC1Nc2ccccc2NC1=O)NCC1COc2ccccc2O1 (stereo not given)	0.8	1	12	8	3	2	5	11	-2
COc1ccccc1N1CCN(C(=O)c2sc3ncn(CC(=O)N4CCC(C)CC4)c(=O)c3c2C)CC1	-1.6	4	-7	6	0	7	-1	6	6
COc1ccccc1C(=O)N/N=C/c1ccc2c(c1)OCO2	-1.8	4	-4	-8	-2	2	50*	-10	-6
COc1cc(OC)c2ccc(=O)oc2c1C(CC(=O)N1CCN(c2ccccc2)CC1)c1ccc2c(c1)OCO2 (stereo not given)	3.3	-2	1	3	8	5	3	3	2
Cc1ccccc1NS(=O)(=O)c1ccc2c(c1)oc(=O)n2C	1.2	1	2	5	2	18	1	2	11
CSC1=N/C(=C/c2cccnc2)C(=O)N1Cc1ccccc1	1.6	-1	2	-7	-1	3	4	-2	-2
Cc1ccc(C)c(N)c1	x	0	6	-1	x	0	0	1	4
CC(Sc1nncn1C)C(=O)Nc1nnc(-c2ccccc2)s1 (stereo not given)	2.4	5	-5	-1	2	5	8	5	2
CC(=O)NC(C)(C)C1CC=C(C)/C(=N\O)C1 (stereo not given)	1.6	-2	6	-1	2	5	-3	0	0
C/C=C(/C)C(=O)O[C@@H]1c2cc3c(c(OC)c2-c2c(cc(OC)c(OC)c2OC)[C@@H](OC(C)=O)[C@@H](C)[C@H]1C)OCO3	2.8	9	4	-3	-2	2	-1	6	2
Cc1cc(C)c(O)c(-c2cc(C(=O)Nc3ccc(S(=O)(=O)N4CCOCC4)cc3)[nH]n2)c1	3.1	-8	-116	0	-68	-40	-2	3	0

Reprinted at random: 4 compounds from above, in no set order.
SMILES	MEX-5 binding	PAFAH1B2 FP inh	PME-1 inh	MCL1 BIM primary	Fam108B counter	pPAFAH inh	AHR activator	Bcl-xL primary	GLD-1 RNA inh
Cc1ccccc1N1CC(C(=O)Nc2nnc(SCCN3CCOCC3)s2)CC1=O (stereo not given)	-0.7	-3	-1	11	-2	5	-1	7	-10
COc1cc(OC)c2ccc(=O)oc2c1C(CC(=O)N1CCN(c2ccccc2)CC1)c1ccc2c(c1)OCO2 (stereo not given)	3.3	-2	1	3	8	5	3	3	2
CN(CC(=O)NCc1ccncc1)S(=O)(=O)c1ccc(Cl)cc1	0.8	11	-2	0	4	-4	-1	-2	0
CC(=O)NC(C)(C)C1CC=C(C)/C(=N\O)C1 (stereo not given)	1.6	-2	6	-1	2	5	-3	0	0

(cont.)
SMILES	MEX-5 binding	PAFAH1B2 FP inh	PME-1 inh	MCL1 BIM primary	Fam108B counter	pPAFAH inh	AHR activator	Bcl-xL primary	GLD-1 RNA inh
COc1ccc(OC)c(NC(=O)CSc2nccn2Cc2ccco2)c1	-1.0	-2	3	8	1	1	7	3	7
CCOC(=O)N1CCC(N(CCN(C)C)C(=S)Nc2cccc(C)c2)CC1	1.2	5	1	7	0	0	-2	-2	-2
Cc1oc(-c2ccccc2Cl)nc1CSc1nc2c(c(=O)[nH]1)CCCC2	-1.5	2	-7	-7	1	1	1	-3	4
COC(=O)c1cc2cc(Cl)ccc2nc1SC	-1.5	5	-5	4	6	-1	-1	5	-4
O=C(c1nc2nc(-c3ccc(Cl)cc3)cc(C(F)(F)F)n2n1)N1CCOCC1	-2.6	3	-7	7	0	4	-8	-2	4
CCc1cc(C(=O)N2CCN(c3ccccn3)CC2)sc1C	-2.2	2	-3	8	1	1	-1	2	9
CC(C)Oc1ccc(S(=O)(=O)N2CCCCC2)cc1NC(=O)C1CCC1	2.2	-2	0	-5	1	6	2	-3	12
CCOC(=O)N1CCN(CC(O)COc2ccc(CC)cc2)CC1 (stereo not given)	2.1	-2	1	4	1	6	2	0	2
Cc1ccccc1NS(=O)(=O)c1cc(C(=O)NCc2ccncc2)ccc1Cl	-2.3	-3	11	14	5	20	3	8	2
Cc1ccc(/C=C/C(=O)O)cc1S(=O)(=O)N1CCCc2ccccc21	-4.1	2	0	-1	-4	1	-1	3	9
COc1ccc(C(C(=O)NC2CCCCC2)N(C(=O)c2csnn2)C2CC2)cc1 (stereo not given)	-1.0	4	-7	1	0	5	-1	3	-4
CCN(CC(=O)Nc1ccc([N+](=O)[O-])cc1OC)c1ccccc1	-3.9	7	7	2	6	6	-1	-1	3
COc1cc(OC)cc(C(=O)N2CCN(C(=O)c3ccc(OC)c(OC)c3)CC2)c1	-0.5	8	1	2	-1	-6	-1	5	-1
CCOc1ccc(S(=O)(=O)N2CCN(C(=O)CN3C(=O)NC(C)(C)C3=O)CC2)cc1	x	5	0	-1	x	-1	0	-1	2
O=C(CN1CCN(CCC(=O)Nc2ccccc2F)CC1)Nc1ccc(F)cc1	x	1	6	9	2	2	2	4	-1
CCCC(=O)Nc1ccc(C(=O)NNC(=O)c2ccccc2Br)cc1	0.1	1	-11	13	2	-1	0	0	4
COc1ccc(NC(=S)Nc2ccc(OCc3ccccc3)cc2)cc1OC	-0.5	-1	12	18	1	9	3	3	2
C[C@@H]1CN(S(=O)(=O)c2c(F)cccc2F)CCN1S(=O)(=O)c1ccc2c(c1)OCCO2	x	0	x	x	x	2	0	x	4
COc1ccc(/C=C(/NC(=O)c2cccc([N+](=O)[O-])c2)C(=O)O)cc1OC	1.0	6	2	3	0	1	-1	7	0
COc1ccc(-c2ccc(C#N)c(SCC(=O)NCc3ccco3)n2)cc1OC	-2.7	0	-10	-1	-6	5	7	4	3

Exported as comma-separated lines: part of the list above.
Molecule,MEX-5 binding,PAFAH1B2 FP inh,PME-1 inh,MCL1 BIM primary,Fam108B counter,pPAFAH inh,AHR activator,Bcl-xL primary,GLD-1 RNA inh
COc1ccc(OC)c(NC(=O)CSc2nccn2Cc2ccco2)c1,-1.0,-2,3,8,1,1,7,3,7
CCOC(=O)N1CCC(N(CCN(C)C)C(=S)Nc2cccc(C)c2)CC1,1.2,5,1,7,0,0,-2,-2,-2
Cc1oc(-c2ccccc2Cl)nc1CSc1nc2c(c(=O)[nH]1)CCCC2,-1.5,2,-7,-7,1,1,1,-3,4
COC(=O)c1cc2cc(Cl)ccc2nc1SC,-1.5,5,-5,4,6,-1,-1,5,-4

The main list resumes, starting five compounds before the break.
SMILES	MEX-5 binding	PAFAH1B2 FP inh	PME-1 inh	MCL1 BIM primary	Fam108B counter	pPAFAH inh	AHR activator	Bcl-xL primary	GLD-1 RNA inh
CCCC(=O)Nc1ccc(C(=O)NNC(=O)c2ccccc2Br)cc1	0.1	1	-11	13	2	-1	0	0	4
COc1ccc(NC(=S)Nc2ccc(OCc3ccccc3)cc2)cc1OC	-0.5	-1	12	18	1	9	3	3	2
C[C@@H]1CN(S(=O)(=O)c2c(F)cccc2F)CCN1S(=O)(=O)c1ccc2c(c1)OCCO2	x	0	x	x	x	2	0	x	4
COc1ccc(/C=C(/NC(=O)c2cccc([N+](=O)[O-])c2)C(=O)O)cc1OC	1.0	6	2	3	0	1	-1	7	0
COc1ccc(-c2ccc(C#N)c(SCC(=O)NCc3ccco3)n2)cc1OC	-2.7	0	-10	-1	-6	5	7	4	3
Cc1[nH]c2ccccc2c1C(=O)C(=O)NCCC1=CCCCC1	0.9	8	5	-2	2	2	2	2	0
O=C(CCc1ccccc1)Nc1ccc(NC(=O)c2ccco2)cc1	-0.3	-3	3	-2	3	3	0	0	0
CCCCCCOc1ccc(OC(=O)c2cccnc2)cc1	1.7	2	-2	-3	-7	7	-5	-2	-7
Cc1ccc(-c2csc(NC(=O)C[n+]3cc(-c4ccccc4)n4c3CCC4)n2)cc1	0.9	x	6	-1	-1	3	0	5	3
O=C(O)COc1ccc(NC(=O)c2ccco2)cc1	-4.8	-4	-3	7	0	1	1	8	-2
Nc1n[nH]c(C2CC2)c1N=Nc1ccc(Cl)cc1	0.2	x	0	-3	3	16	81*	3	2
N#CC(=C1CCCC1)c1nc(-c2cc3ccccc3oc2=O)cs1	-7.0	0	3	18	1	15	7	6	4
COc1ccc(OC)c(CCNC(=O)C2CCN(c3ncnc4c3nc3n4CCCCC3)CC2)c1	3.4	0	-10	-6	-1	2	3	0	1
CCc1ccccc1NS(=O)(=O)c1c(C(=O)N2CCCCCC2)c(C)n(C)c1C	-3.8	5	-3	-1	0	-1	1	-1	-2
COc1ccc(N=N/C(=C\O)C(=O)c2cccs2)cc1	-0.6	-1	5	8	6	10	9	5	-10
COc1ccc(C(=O)C2CCCN(S(=O)(=O)N(C)C)C2)c(C)c1 (stereo not given)	0.4	3	3	10	1	-5	3	1	-5
Cc1ccc(C(=O)N2CCCN(c3nc4cc5c(cc4cc3C#N)OCO5)CC2)cc1	-4.8	3	3	98*	1	11	21	87*	58*
CC(C1CC1)N(Cc1ccccc1)C(=S)Nc1ccccc1Cl (stereo not given)	-1.3	11	-4	7	-2	3	0	4	3
COc1ccccc1C(=O)NCC(=O)N/N=C/c1cn[nH]c1-c1ccccc1	0.6	5	1	-6	-2	1	156*	2	-2
O=S(=O)(c1ccc(Br)cc1)N1CCN(c2ccc3nnc(-c4ccccc4)n3n2)CC1	4.4	13	5	1	-2	-1	13	3	-1
CCC(=O)N1CCc2cc(S(=O)(=O)CCC(=O)NCc3ccccc3OC)ccc21	3.8	6	7	1	2	2	1	-1	-6
O=C(c1cc(C2CC2)nc2ccccc12)N1N=C(C(F)F)CC1(O)C(F)F (stereo not given)	-2.7	1	-2	-4	-2	5	5	4	3
C=C(C)c1cccc(C(C)(C)NC(=O)N2CCN(CC)CC2)c1	1.5	-1	1	6	-5	2	3	7	2
CC[n+]1c(/C=C(\C)Nc2ccccc2)sc2ccccc21	x	-2	-6	-11	-4	2	1	-3	4
CCOc1ccc(C(=O)NC(=S)Nc2ccc(N3CCOCC3)c(Cl)c2)cc1[N+](=O)[O-]	-1.8	0	-6	15	3	4	6	7	7
COc1ccc(CN2C(=O)Cc3c2nc(N)c2c(N)nc(N4CCCCC4)c(C#N)c32)cc1	-2.5	x	-2	66*	2	9	14	45*	16
COc1cc(-c2noc(C)c2C(=O)NCCc2cccs2)cc(OC)c1OC	x	3	x	x	x	-4	9	x	6

Not all compounds are listed; count on the stated rates, not on these rows.
